Screening data deposited in PubChem BioAssay by MTDP.
RNase H inhibition = RNase H inhibition, HIV 1 Gag Pol polyprotein, FRET biochemical assay, screening (AID 372) | HIV-1 RT RNase H, FRET RNA/DNA substrate fluorescence; higher % means a stronger effect | inhibition, % at 10 µM; hits with a dose series show IC50 in µM | 100,000 compounds, 0.77% hits; in the data active means inhibition above about 50%
The depositor's hits bear a star. This is a subset, so the mix of outcomes need not match the whole.

SMILES	RNase H inhibition
Cc1c(NC(=O)CCc2ccccc2)c(=O)n(-c2ccccc2)n1C	1%
CCOc1ccc(C2=NN(c3ccccc3F)C(c3cccs3)C2)cc1 (stereo not given)	18%
CCOC(=O)c1c(NC(=O)c2ccccc2Cl)sc([N+](=O)[O-])c1-c1ccccc1	5%
O=C(NN=c1c(=O)c2ccccc2c1=O)c1ccccc1	6%
CCC(=O)Nc1cccc(NC(=O)c2ccc(C)c([N+](=O)[O-])c2)c1	11%
C/C(=N\N1CCN(c2ccccc2)CC1)c1ccccc1O	4%
Cc1ccc2oc(-c3ccc(NC(=O)COc4ccc(Cl)cc4)cc3)nc2c1	28%
O=C1CSC(=S)N1c1cccc(O)c1	0%
COc1cc(/C=C/C(=O)C23CC4CC(CC(C4)C2)C3)cc(OC)c1OC	11%
COc1ccc([N+](=O)[O-])cc1C1NN=C(c2ccccc2)S1 (stereo not given)	19%
O=C1c2ccccc2C(=O)N1c1cccc(-c2csc(Nc3ccc(Cl)cc3)n2)c1	9%
O=C(CSc1nc2ccccc2c(=O)n1-c1ccccc1)Nc1ccccc1Cl	0%
COCC(C)(C)NS(=O)(=O)c1ccccc1	14%
COc1cc(CN2CCN(Cc3ccccc3C)CC2)c([N+](=O)[O-])cc1OC	5%
Cc1ccc(C(=O)Nc2ccc(NC(=O)c3ccc(Cl)cc3Cl)cc2)cc1	27%
COc1ccc(C2CC(=O)C3=C(C2)NC(C)=C(C(=O)OC(C)C)C3c2ccc(OCc3ccccc3)cc2)cc1 (stereo not given)	5%
O=C1CC(c2ccccc2)CN1C(=O)C12CC3CC(CC(C3)C1)C2 (stereo not given)	4%
COc1ccc(/C=C2\SC(=S)N(C3CCCCC3)C2=O)cc1O	5%
CCOc1ccc(NC(=O)CCCc2ccccc2)cc1	6%
COc1ccccc1/C=N/Nc1nc(C)cc(=O)[nH]1	7%
CCOc1ccc(NC(=O)CN(c2ccc(C)cc2C)S(=O)(=O)c2ccccc2)cc1	17%
CC(C)OC(=O)c1c(-c2ccc(Cl)cc2Cl)csc1NC(=O)C1C2CCC(C2)C1C(=O)O (stereo not given)	19%
CCc1cc(C)cc(OCCOc2ccc(Cl)cc2/C=N/NC(N)=O)c1	38%
N#CC1=C(N)OC2=C(C(=O)CCC2)C1c1ccccc1Br (stereo not given)	0%
O=C(Nc1cc([N+](=O)[O-])ccc1Cl)c1cccc(C(=O)Nc2cc([N+](=O)[O-])ccc2Cl)c1	4%
Cc1ccc(-c2n[nH]c(=S)n2N=Cc2cccn2C)cc1	10%
COc1cccc(NC(=O)Nc2nnc(-c3ccc([N+](=O)[O-])cc3)s2)c1	7%
Cc1onc(-c2ccccc2)c1C(=O)NCCCN1CCN(CCCNC(=O)c2c(-c3ccccc3)noc2C)CC1	12%
c1ccc2nc(NCc3ccncc3)ccc2c1	4%
COc1cc(Br)c(CCNC(=O)c2ccc(Cl)cc2)cc1OC	2%
Cc1ccc([N+](=O)[O-])cc1NC(=O)C(C)Oc1ccccc1 (stereo not given)	0%
O=C1N/C(=N\N=C\c2ccccc2O)SC1Cc1ccc(Cl)cc1Cl (stereo not given)	17%
Cc1nc2ccc(Cl)cn2c1C(=O)NN=C1CCCCC1	0%
C=COCCNC(=O)C(=O)Nc1ccc(C)cc1C	0%
COc1ccc(Br)cc1CNC(Cc1ccccc1)c1ccccc1 (stereo not given)	13%
O=[N+]([O-])c1cc(F)c(N2CCOCC2)cc1N1CCCCC1	8%
Cc1cccc(NC(=O)c2c(NC(=O)C(C)(C)C)sc3c2CCCC3)c1	15%
CCCOc1ccc(/C=C2\C(=O)N(c3ccc(OC)cc3)C(C)=C2C(=O)OCC)cc1OCC	2%
Cc1ccc(S(=O)(=O)Oc2ccc(Nc3ccccc3)cc2)cc1	13%
CC1(C)OC(c2ccccc2)=C/C(=C/C=C2C(=O)c3ccccc3C2=O)O1	1%
COc1cc(CN2CCC(O)(c3ccc(Br)cc3)CC2)cc2c1OCO2	14%
O=C1c2ccc(F)cc2C(=O)N1CCO	5%
O=C(c1cc(-c2ccccc2)nc2ccccc12)N1CCCc2ccccc21	13%
CCOC(=O)C1=C(C)N=c2s/c(=C\c3cc(Br)c(O)c(OC)c3)c(=O)n2C1c1ccccc1 (stereo not given)	1%
O=C(N/N=C/c1c(O)ccc2ccccc12)C(=O)Nc1cccc(Br)c1	13%
Cc1cccc(OCC(=O)Nc2ccc(N(C)C)cc2)c1	11%
C=CCNC(=S)N/N=C/c1ccc(N(C)C)cc1	4%
CC(C)(C)c1ccc(OCC(O)CN2CCN(c3ccccc3)CC2)cc1 (stereo not given)	8%
CCN(CC)CC#CC1(O)CCCCC1	0%
O=C1NC(=Nc2ccc(Cl)cc2)SC1Cc1ccccc1Cl (stereo not given)	14%
C=CCNC(=O)C(=O)Nc1cccc(Br)c1	2%
O=C1CS/C(=N/N=C/c2ccc(-c3ccc(Cl)cc3)o2)N1	21%
O=[N+]([O-])c1ccc(N2CCN(CCO)CC2)cc1NCc1ccc(Cl)cc1	23%
COc1ccc(OC)c(N(CC(=O)NCCc2ccccc2)S(C)(=O)=O)c1	6%
O=C(NCc1ccccn1)C(=O)N/N=C/c1ccc(Cl)cc1	9%
CCOc1ccc(-n2nc3ccc(NC(=O)c4ccccc4F)cc3n2)cc1	11%
Cc1c(C(=O)NC(=S)Nc2cccc(-c3nc4ccccc4s3)c2)cccc1[N+](=O)[O-]	15%
O=C(NC(=S)NCCc1ccccc1)c1cccs1	25%
Cc1cccc(NC(=S)N2CCN(Cc3ccc4c(c3)OCO4)CC2)c1	6%
Clc1cccc(OCCCCN2CCCC2)c1	9%

The list continues:
SMILES	RNase H inhibition
COc1ccc(NC(=O)CN2C(=O)/C(=C/c3cccc(Br)c3)SC2=S)cc1	12%
CCc1c(C)c(C#N)c2nc3ccccc3n2c1N1CCN(Cc2ccccc2)CC1	22%
CCSc1nc(=S)n(Cc2ccccc2)c(C)c1C(C)=O	7%
O=C(O)Cc1ccc(C(F)(F)F)cc1[N+](=O)[O-]	3%
O=C(Nc1ccc(N2CCOCC2)c(Cl)c1)C(Cl)(Cl)Cl	0%
CCCC(=O)Nc1ccc(-c2nc3ccc(C)cc3s2)cc1	18%
N#CC1=C(NC(=O)Cc2ccccc2)c2ccccc2CC12CCCCC2	13%
CCOc1cc(C=C2C(=O)N(C)C(=O)N(C)C2=O)ccc1OCCOc1ccc([N+](=O)[O-])cc1	0%
O=C(Nc1ccccc1C(=O)Nc1ccccc1)c1ccc(C(=O)Nc2ccccc2C(=O)Nc2ccccc2)cc1	8%
COc1cccc(-n2c(CCN3C(=O)c4ccccc4C3=O)nc3ccccc3c2=O)c1	11%
O=C(Nc1cc(N=Cc2c(O)ccc3ccccc23)c(Cl)cc1Cl)c1ccccc1	19%
O=C(N/C(=C/c1cccs1)C(=O)N1CCCCC1)c1ccccc1	8%
CCc1ccc(-c2c3c(c(-c4ccccc4)n2-c2ccccc2N)C(=O)c2ccccc2C3=O)cc1	20%
C=CCN1C(=O)/C(=C/c2cc(C)n(-c3cccc(C(=O)O)c3C)c2C)C(=O)NC1=S	18%
Nc1nonc1-c1nc2ccccc2[nH]1	9%
Cc1ccc(C(=O)Nc2ccccc2C(=O)NCc2ccco2)cc1	3%
O=C(CCN1C(=O)/C(=C/c2ccccc2Cl)SC1=S)Nc1ccc(C(=O)O)cc1	21%
COc1ccc(/C=N/NC(=O)c2cc(-c3ccccc3)n[nH]2)c(O)c1	4%
O=c1oc2ccccc2cc1-c1nc(-c2ccc(Cl)c(Cl)c2)cs1	11%
CCCCOC(=O)c1ccc(NCCC(=O)c2cccc([N+](=O)[O-])c2)cc1	0%

Three structures already listed, sorted by heavy-atom count, low to high:
SMILES	RNase H inhibition
CCc1cc(C)cc(OCCOc2ccc(Cl)cc2/C=N/NC(N)=O)c1	38%
O=C(c1cc(-c2ccccc2)nc2ccccc12)N1CCCc2ccccc21	13%
O=C(Nc1cc(N=Cc2c(O)ccc3ccccc23)c(Cl)cc1Cl)c1ccccc1	19%

Additional results:
SMILES	RNase H inhibition
COC(=O)C1=C(C)N=c2s/c(=C\c3ccc(O)cc3)c(=O)n2C1c1ccccc1 (stereo not given)	13%
OC(CNc1cccc2ccccc12)Cn1c2ccc(Br)cc2c2cc(Br)ccc21 (stereo not given)	6%
Cc1cc(C)cc(N2C(=O)/C(=C/c3ccc(I)o3)C(=O)NC2=S)c1	38%
CC1=C(C(=O)Nc2ccc(C)cc2)C(c2cc(Br)ccc2O)NC(=O)N1 (stereo not given)	10%
Cc1cccc(N=Cc2c(O)n(-c3ccc(Cl)cc3)c(=O)[nH]c2=O)c1	1%
Cc1ccc(/C=C2\SC(=S)N(CCCC(=O)Nc3cccnc3)C2=O)cc1	5%
CSc1ccc(/C=C2/SC(=O)N(CN3CCOCC3)C2=O)cc1	0%
O=C(Nc1ccc(Cl)c(C(F)(F)F)c1)Nc1cccc2ccccc12	4%
CCCCOc1cccc(C(=O)NC(=S)Nc2ccc(I)cc2Cl)c1	10%
COC(=O)CNC1CC(=O)N(c2ccc(C(=O)OC)cc2)C1=O (stereo not given)	0%
CCOc1cc(C2C(C(=O)OCCc3ccccc3)=C(C)NC3=C2C(=O)CC(c2ccc(OC)cc2)C3)ccc1O (stereo not given)	9%
CCC(=O)N/C(N)=N\c1nc(OC)c2cc(C)ccc2n1	14%
Nc1ncc(Cc2ccc(Cl)c(Cl)c2)s1	1%
Cc1ccc(NC(=O)c2ccco2)cc1NC(=O)c1ccccc1	24%
O=C(COc1ccc(Br)cc1)NNC(=O)c1ccccc1	3%
CCC(Sc1nc(-c2ccccc2)cc(-c2ccccc2)n1)C(=O)Nc1nnc(C)s1 (stereo not given)	8%
O=C1C(Cl)=C(N2CCCCCC2)C(=O)N1c1cccc(Cl)c1	14%
COc1ccccc1C(=O)Nc1ccc(Cl)c(C(F)(F)F)c1	3%
CCCCOc1cccc(C(=O)NC(=S)Nc2cc(-c3nc4ncccc4o3)ccc2C)c1	43%
COc1ccc(C)cc1NC(=O)c1cc(I)cc(I)c1I	14%
C/C(=N\N=C\c1cccnc1)C1C(=O)c2ccccc2C1=O	7%
O=C(/C=C/c1ccccc1)N1CCN(c2ccccn2)CC1	0%
O=C1CS/C(=N/N=C/c2ccccc2OCc2ccc(Cl)cc2Cl)N1	12%
CCCOC(=O)c1c(NC(=O)/C=C/C(=O)O)sc2c1CCCC2	29%
Cc1ccc(C2N(Cc3ccccc3)CCN2Cc2ccccc2)s1	0%
CC(=O)c1cccc(NS(=O)(=O)c2cc(Cl)c(Cl)cc2Cl)c1	19%
CCOC(=O)C(=CNc1ccc(C(N)=O)cc1)C(=O)OCC	5%
O=C1/C(=C\c2cn(-c3ccccc3)nc2-c2ccc(F)cc2)NC(=S)N1c1ccccc1	9%
CCOc1ccc2c(c1)-c1c(ssc1=Nc1ccc(F)c(Cl)c1)C(C)(C)N2	11%
Cc1ccc(N2C(=O)NC(=O)/C(=C\c3ccc(OCc4cccc(C(=O)O)c4)cc3)C2=O)cc1	8%
COC(=O)c1ccccc1NC(=O)COc1ccc(Br)cc1Cl	19%
CCOC(=O)c1ccc(NC(=S)NC(NC(=O)c2ccccc2Br)C(Cl)(Cl)Cl)cc1 (stereo not given)	0%
O=C(CN1C(=O)/C(=C/c2ccccc2Cl)SC1=S)NNC(=O)c1ccccc1Br	0%
CCC(=O)NC(c1ccc(N(C)C)cc1)c1c(O)ccc2ccccc12 (stereo not given)	4%
Cc1ccc(OCC(=O)N2CCC(Cc3ccccc3)CC2)c(Br)c1	9%
CC1CC(C)CN(C(=O)CN2C(=O)c3ccccc3C2=O)C1 (stereo not given)	36%
CC(C)(C)c1ccc(/C=C2\NC(=S)NC2=O)cc1	11%
C=CCN1C(=O)/C(=C\c2ccc(OCc3cccc(C)c3)c(OCC)c2)SC1=S	7%
Cc1ccccc1OCC(=O)O/N=C(\N)Cc1ccc(Cl)cc1	0%
O=C(COc1ccc(Cl)cc1)Nc1ccc2c(c1)Cc1ccccc1-2	18%
Cc1onc(-c2ccccc2Cl)c1C(=O)NC1CCCCCC1	0%
CC(=O)Nc1nc2c(s1)C(=O)NCCC2	5%
COc1ccc(S(=O)(=O)N2CCC(C)CC2)cc1OC	0%
O=C(NN1C(=O)/C(=C\c2ccccc2Cl)SC1=S)c1ccc([N+](=O)[O-])cc1	10%
Cc1ccc(C(=O)N/C(=C/c2cccnc2)C(=O)NN)cc1	0%
O=C(Nc1ccc([N+](=O)[O-])cc1O)C1C2CC/C=C\CCC21 (stereo not given)	0%

Among those listed so far, 15 contain bromine:
SMILES	RNase H inhibition
N#CC1=C(N)OC2=C(C(=O)CCC2)C1c1ccccc1Br (stereo not given)	0%
COc1cc(Br)c(CCNC(=O)c2ccc(Cl)cc2)cc1OC	2%
COc1ccc(Br)cc1CNC(Cc1ccccc1)c1ccccc1 (stereo not given)	13%
COc1cc(CN2CCC(O)(c3ccc(Br)cc3)CC2)cc2c1OCO2	14%
CCOC(=O)C1=C(C)N=c2s/c(=C\c3cc(Br)c(O)c(OC)c3)c(=O)n2C1c1ccccc1 (stereo not given)	1%
O=C(N/N=C/c1c(O)ccc2ccccc12)C(=O)Nc1cccc(Br)c1	13%
C=CCNC(=O)C(=O)Nc1cccc(Br)c1	2%
COc1ccc(NC(=O)CN2C(=O)/C(=C/c3cccc(Br)c3)SC2=S)cc1	12%
OC(CNc1cccc2ccccc12)Cn1c2ccc(Br)cc2c2cc(Br)ccc21 (stereo not given)	6%
CC1=C(C(=O)Nc2ccc(C)cc2)C(c2cc(Br)ccc2O)NC(=O)N1 (stereo not given)	10%
O=C(COc1ccc(Br)cc1)NNC(=O)c1ccccc1	3%
COC(=O)c1ccccc1NC(=O)COc1ccc(Br)cc1Cl	19%
CCOC(=O)c1ccc(NC(=S)NC(NC(=O)c2ccccc2Br)C(Cl)(Cl)Cl)cc1 (stereo not given)	0%
O=C(CN1C(=O)/C(=C/c2ccccc2Cl)SC1=S)NNC(=O)c1ccccc1Br	0%
Cc1ccc(OCC(=O)N2CCC(Cc3ccccc3)CC2)c(Br)c1	9%
